PREPL inh = inhibits the human prolyl oligopeptidase-like enzyme; Q4J6C6; recombinant PREPL, fluorescence polarization activity-based probe; inhibition, % at 5.96 µM; actives 0.68% (n = 320,000); AID 2751; in the data active = inhibition above about 43%;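 also: 0% = enzyme with DMSO and 100% = wells lacking enzyme; many of its hits are not listed in these tables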
Target sequence (Q4J6C6 whole entry, looked up): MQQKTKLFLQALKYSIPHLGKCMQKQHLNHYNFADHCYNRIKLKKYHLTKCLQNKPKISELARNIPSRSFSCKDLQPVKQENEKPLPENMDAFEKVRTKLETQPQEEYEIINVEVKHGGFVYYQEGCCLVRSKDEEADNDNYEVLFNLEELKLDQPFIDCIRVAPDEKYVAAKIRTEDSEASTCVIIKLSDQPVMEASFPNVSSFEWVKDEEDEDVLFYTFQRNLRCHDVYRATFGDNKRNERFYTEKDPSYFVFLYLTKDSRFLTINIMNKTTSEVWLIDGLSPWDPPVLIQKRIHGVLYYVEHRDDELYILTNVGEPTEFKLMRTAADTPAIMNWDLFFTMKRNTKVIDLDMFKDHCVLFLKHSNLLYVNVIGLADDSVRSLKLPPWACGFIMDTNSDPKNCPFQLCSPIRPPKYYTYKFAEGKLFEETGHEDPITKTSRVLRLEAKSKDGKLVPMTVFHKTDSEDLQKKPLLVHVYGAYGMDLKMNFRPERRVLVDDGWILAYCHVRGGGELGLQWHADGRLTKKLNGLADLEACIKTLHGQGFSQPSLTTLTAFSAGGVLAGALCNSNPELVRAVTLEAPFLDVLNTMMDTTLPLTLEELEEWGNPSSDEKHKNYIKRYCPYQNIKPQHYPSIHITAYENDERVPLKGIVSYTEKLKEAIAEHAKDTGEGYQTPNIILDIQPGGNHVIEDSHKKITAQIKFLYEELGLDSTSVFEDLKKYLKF
CTSL1 counter = counter-screen for PFM18AAP inhibitors: inhibitors of F. hepatica cathepsin L1. inhibition, % at 5.96 µM. recombinant F. hepatica cathepsin L1, Z-Leu-Arg-MCA fluorescence. actives 0.49% (n = 300,000);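 active = inhibition above the mean of all tested compounds plus 3 SD, set per screening campaign, cut at about 17% in these data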;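 also: 0% = plate median of test compound wells and 100% = 1 µM Z-Phe-Ala-diazomethylketone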
Efflux pump mplx = antifungal efflux pump inhibition, Nile Red retention; inhibition, % at 10 µM; actives 0.44% (n = 330,000); S. cerevisiae Candida pump triplex;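 active = plate passing quality check with inhibition over a set limit, or well fluorescence over plate mean plus 4 SD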;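 also: Nile Red retained in pooled yeast measured as flow cytometry median fluorescence; 0% = buffer negative control and 100% = Enniatin B positive control; higher means more Nile Red kept so more efflux inhibition; some compounds called inactive have numbers as strong as hits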
HCV core dimer = blocks dimerization of HCV core protein. TR-FRET GST/Flag-core106 dimerization, 1536-well. inhibition, % at 5 µM. actives 0.33% (n = 300,000). AID 1899;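 active = inhibition above the mean of all tested compounds plus 3 SD, set per screening campaign, cut at about 45% in these data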
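System: GST/Flag-tagged HCV core106 proteins. Incubation: compound-protein-antibody incubation 4 h at 22.5 °C. Technique: HTRF with 340 nm excitation, 617/671 nm emission. Medium: KF-containing HEPES buffer, pH 7.45, DTT, CHAPS, BSA. Read-out: inhibition (%) from 671 over 617 nm ratio. Also added: Eu(K)-anti-GST 90 ng/mL plus XL665-anti-Flag 1 µg/mL.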
GASC-1 inh = blocks human GASC-1 demethylase activity. inhibition, % at 2.35 µM. GST-JMJD2C(1-420) H3K9me3 demethylation, DELFIA europium. Q9H3R0. actives 0.069% (n = 330,000);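 active = more than half of a compound's replicate wells show inhibition beyond 50%, single wells judged on their own value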;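 also: signal counts dimethyl H3K9 product captured on neutravidin plate; 0% = median of DMSO wells and 100% = 0.3 times that DMSO median; strong numbers were not always called active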
PP5 inh = inhibitors of human protein phosphatase 5 (PP5). purified PP5c, OMFP substrate fluorescence. inhibition, % at 6.7 µM. actives 0.18% (n = 320,000). AID 1987;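 active = inhibition above the campaign's mean inhibition across all tested compounds plus 3 SD, cut at about 9.5% in these data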;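 also: 0% = DMSO only and 100% = 100 µM cantharidin control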
PP1 counter = PP1-alpha (human) inhibition in PP5 counter-screen; AID 2235; inhibition, % at 6.7 µM; purified PP1alpha, OMFP fluorescence; P62136; actives 0.9% (n = 320,000);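 active = inhibition above the mean inhibition of all tested compounds plus 3 SD, computed separately for each screening campaign, cut at about 15% in these data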
TPT1 inh = inhibitors of Candida albicans tRNA 2'-phosphotransferase TPT1; AID 1962; actives 0.81% (n = 300,000); recombinant caTPT1, FP RNA substrate dephosphorylation; inhibition, % at 5 µM;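 active = inhibition above the mean of all tested compounds plus 3 SD, set per screening campaign, cut at about 24% in these data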;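 also: plate controls were DMSO alone for no effect and ferristatin control at 100 nM for full effect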
LYPLA2 inh = blocks human lysophospholipase 2, a PME1 counter-screen; recombinant LYPLA2, FP-Rh probe fluorescence polarization; actives 0.38% (n = 320,000); O95372; inhibition, % at 5.9 µM;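 active = inhibition above the screen-wide mean plus 3 SD, limit set per campaign, cut at about 26% in these data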;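 also: 0% = LYPLA2 with DMSO and 100% = wells lacking LYPLA2 enzyme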
Target sequence (O95372 whole entry, looked up): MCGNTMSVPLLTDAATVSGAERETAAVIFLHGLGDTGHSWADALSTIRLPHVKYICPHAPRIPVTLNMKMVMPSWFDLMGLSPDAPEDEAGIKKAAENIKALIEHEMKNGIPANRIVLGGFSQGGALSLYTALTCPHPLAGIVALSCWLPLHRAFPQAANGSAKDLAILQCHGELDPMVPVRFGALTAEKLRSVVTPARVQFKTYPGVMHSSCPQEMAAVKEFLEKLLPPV
An asterisk follows results filed as active; . = not tested or not shown. Not all compounds are listed, so the mix of outcomes need not match the whole.

1. O=C(CCn1ccnc1)Nc1cc(Cl)ccc1O
2. CCOc1cc(C(=O)N2CCC3(CC2)NCCc2[nH]cnc23)cc(OCC)c1OCC
3. COc1ccc(C2CC(c3ccccc3Cl)Nc3ncnn32)cc1OC (configuration not stated)
4. Cc1sc2nc(CSc3cccc(C(F)(F)F)c3)[nH]c(=O)c2c1C
5. Cn1c(Cc2cccs2)nnc1SCC(=O)N1CCc2ccccc21
Screen / compound no.	1	2	3	4	5
PREPL inh	0	-6	-15	-1	6
CTSL1 counter	5	-3	-1	4	-1
Efflux pump mplx	-0.1	-0.1	-0.1	0.4	-0.1
HCV core dimer	8	-3	-3	4	-6
GASC-1 inh	0	-2	14	0	-1
PP5 inh	2.9	-0.2	0.6	-1.2	2.4
PP1 counter	-1	0	-1	7	-3
TPT1 inh	-1	0	-7	5	1
LYPLA2 inh	-2	0	10	-2	1

6. CCNc1nc(NCC)nc(OCC(=O)O)n1
7. O=c1c2ccccc2c(C=NCCCN2CCOCC2)c(O)n1Cc1ccccc1
8. O=C(N/N=C/c1ccc([N+](=O)[O-])s1)c1ccccc1Br
9. O=C(O)/C=C/C(=O)Nc1ccc(Oc2ccc(NC(=O)/C=C/C(=O)O)cc2)cc1
10. CCCCN(CC)CCNC(=O)c1cc2c(=O)[nH]c3ccccc3c2s1
Screen / compound no.	6	7	8	9	10
PREPL inh	6	23	18	-2	-46
CTSL1 counter	-3	8	1	-2	-1
Efflux pump mplx	-0.1	0.1	0.2	0.0	0.0
HCV core dimer	-3	9	0	26	-2
GASC-1 inh	2	32	4	5	9
PP5 inh	-0.3	1.0	2.2	-1.2	1.9
PP1 counter	-4	2	-1	3	2
TPT1 inh	1	2	0	0	-1
LYPLA2 inh	6	-2	3	1	2

11. CNS(=O)(=O)c1cccc(C(=O)OCC(=O)N2c3ccccc3NC(=O)C2(C)C)c1
12. O=C(CN1CCc2ccccc2C1)NC1CCCC1
13. COc1ccc(CCNC(=O)Cn2nc([N+](=O)[O-])c(Br)c2C)cc1OC
14. Cc1cccc2c1CC(C)(C)N/C2=C\C(N)=O
15. COC(=O)CSc1nnc(-c2sc3cc(OC)ccc3c2Cl)n1C
Screen / compound no.	11	12	13	14	15
PREPL inh	-7	3	2	15	2
CTSL1 counter	.	-2	0	-2	0
Efflux pump mplx	0.1	0.1	0.2	-0.4	0.0
HCV core dimer	.	-4	-6	-4	10
GASC-1 inh	0	-27	-7	3	4
PP5 inh	-0.4	3.6	0.9	1.1	1.1
PP1 counter	2	-2	-1	1	3
TPT1 inh	.	0	-4	-2	-5
LYPLA2 inh	-3	4	1	6	-1

16. O=C(O)CCN(CCC(=O)O)c1ccccc1
17. Cc1c(O)ccc(/C=N/Nc2nc(-c3cccnc3)nc3ccccc23)c1O
18. c1ccc(-c2cc3n(c2)CCc2ccccc2-3)cc1
19. Cc1cc(C)c(C#N)c(SCc2nnc(-c3ccccc3[N+](=O)[O-])o2)n1
20. NNc1ccc2nnc(C(F)(F)C(F)(F)C(F)(F)F)n2n1
Screen / compound no.	16	17	18	19	20
PREPL inh	6	72*	4	2	2
CTSL1 counter	3	6	0	3	1
Efflux pump mplx	-0.1	0.0	0.0	0.2	-0.1
HCV core dimer	-10	0	4	6	11
GASC-1 inh	11	-8	15	12	1
PP5 inh	-1.7	4.0	2.7	0.2	-0.1
PP1 counter	1	2	2	2	-1
TPT1 inh	-4	8	-8	-1	0
LYPLA2 inh	-2	-23	4	4	-7

Sorted by molar mass (low to high): part of the list above
14. Cc1cccc2c1CC(C)(C)N/C2=C\C(N)=O
6. CCNc1nc(NCC)nc(OCC(=O)O)n1
18. c1ccc(-c2cc3n(c2)CCc2ccccc2-3)cc1
12. O=C(CN1CCc2ccccc2C1)NC1CCCC1
20. NNc1ccc2nnc(C(F)(F)C(F)(F)C(F)(F)F)n2n1
8. O=C(N/N=C/c1ccc([N+](=O)[O-])s1)c1ccccc1Br
19. Cc1cc(C)c(C#N)c(SCc2nnc(-c3ccccc3[N+](=O)[O-])o2)n1
Screen / compound no.	14	6	18	12	20	8	19
PREPL inh	15	6	4	3	2	18	2
CTSL1 counter	-2	-3	0	-2	1	1	3
Efflux pump mplx	-0.4	-0.1	0.0	0.1	-0.1	0.2	0.2
HCV core dimer	-4	-3	4	-4	11	0	6
GASC-1 inh	3	2	15	-27	1	4	12
PP5 inh	1.1	-0.3	2.7	3.6	-0.1	2.2	0.2
PP1 counter	1	-4	2	-2	-1	-1	2
TPT1 inh	-2	1	-8	0	0	0	-1
LYPLA2 inh	6	6	4	4	-7	3	4

10. CCCCN(CC)CCNC(=O)c1cc2c(=O)[nH]c3ccccc3c2s1
15. COC(=O)CSc1nnc(-c2sc3cc(OC)ccc3c2Cl)n1C
9. O=C(O)/C=C/C(=O)Nc1ccc(Oc2ccc(NC(=O)/C=C/C(=O)O)cc2)cc1
7. O=c1c2ccccc2c(C=NCCCN2CCOCC2)c(O)n1Cc1ccccc1
11. CNS(=O)(=O)c1cccc(C(=O)OCC(=O)N2c3ccccc3NC(=O)C2(C)C)c1
Screen / compound no.	10	15	9	7	11
PREPL inh	-46	2	-2	23	-7
CTSL1 counter	-1	0	-2	8	.
Efflux pump mplx	0.0	0.0	0.0	0.1	0.1
HCV core dimer	-2	10	26	9	.
GASC-1 inh	9	4	5	32	0
PP5 inh	1.9	1.1	-1.2	1.0	-0.4
PP1 counter	2	3	3	2	2
TPT1 inh	-1	-5	0	2	.
LYPLA2 inh	2	-1	1	-2	-3

Further entries
21. COc1ccc(CNCC(O)(c2ccccc2)c2ccc(F)cc2)cc1OC (configuration not stated)
22. COc1ccc2oc(C(=O)OC(C)C(=O)Nc3ccc(N4CCOCC4)cc3)c(C)c2c1 (configuration not stated)
23. COc1ccc(C2C(C(=O)c3cccs3)=C(O)C(=O)N2c2cccc(C)n2)cc1OC (configuration not stated)
24. COc1cc(OC)cc(C(=O)N[C@H](C(=O)OCC(=O)NC(C)c2ccccc2)C(C)C)c1 (some centres not stated)
25. CCCCN(C)S(=O)(=O)c1ccc(C(=O)N(CCN(C)C)c2nc3ccc(C)cc3s2)cc1
Screen / compound no.	21	22	23	24	25
PREPL inh	3	14	8	0	4
CTSL1 counter	-1	.	5	-3	-1
Efflux pump mplx	0.0	-0.4	-0.1	-0.2	0.0
HCV core dimer	1	.	-1	-10	0
GASC-1 inh	-3	14	-3	-2	1
PP5 inh	-1.1	-1.4	3.0	4.1	-0.5
PP1 counter	-1	4	0	-2	-4
TPT1 inh	3	.	-2	3	-2
LYPLA2 inh	-4	2	8	-5	4

26. O=C(c1ccccc1)N1N=C(c2ccccc2)CC1c1ccc2nccnc2c1 (configuration not stated)
27. O=C1OCCC1Sc1nnc(-c2ccc(O)cc2)o1 (configuration not stated)
28. COc1ccc(CNC(=O)Cn2cnc3c(=O)n(C)c(=O)n(C)c32)cc1
29. C=CCc1c(C)nc(SCCC)[nH]c1=O
30. Cc1cccc(C(=O)NC(NC(=S)Nc2ccc(S(N)(=O)=O)cc2)C(Cl)(Cl)Cl)c1 (configuration not stated)
Screen / compound no.	26	27	28	29	30
PREPL inh	-8	5	-1	11	-5
CTSL1 counter	1	-4	6	-3	-2
Efflux pump mplx	0.0	0.1	0.0	0.0	-0.6
HCV core dimer	18	0	1	4	2
GASC-1 inh	5	9	0	3	7
PP5 inh	1.9	3.0	-1.3	1.6	2.0
PP1 counter	4	-3	-3	3	-2
TPT1 inh	3	6	2	1	-1
LYPLA2 inh	0	2	-1	1	-20

Of the compounds above, these have a CF3 group:
4. Cc1sc2nc(CSc3cccc(C(F)(F)F)c3)[nH]c(=O)c2c1C
20. NNc1ccc2nnc(C(F)(F)C(F)(F)C(F)(F)F)n2n1
Screen / compound no.	4	20
PREPL inh	-1	2
CTSL1 counter	4	1
Efflux pump mplx	0.4	-0.1
HCV core dimer	4	11
GASC-1 inh	0	1
PP5 inh	-1.2	-0.1
PP1 counter	7	-1
TPT1 inh	5	0
LYPLA2 inh	-2	-7

Further structures follow.
31. CCOc1ccc(/C(O)=C2\C(=O)C(=O)N(c3ccc(OC)cc3)C2c2ccccc2[N+](=O)[O-])cc1 (configuration not stated)
32. Cc1ccc(Cl)cc1N1CCN(Cc2nc3c(c(=O)[nH]c(=O)n3C)n2CCc2ccccc2)CC1
33. COC(CNC(=O)c1ccc(CS(=O)(=O)c2ccc(Br)cc2)o1)OC
34. COc1cccc(-c2cnc(NCc3cc(Cl)ccc3O)n2C)c1
35. O=C(C1COc2ccccc2O1)N1CCN(c2nc3ccc([N+](=O)[O-])cc3s2)CC1 (configuration not stated)
Screen / compound no.	31	32	33	34	35
PREPL inh	8	-53	-1	22	-3
CTSL1 counter	2	2	9	-2	1
Efflux pump mplx	0.0	0.5	-0.1	0.0	-0.1
HCV core dimer	8	15	-14	-7	-1
GASC-1 inh	-35	-1	-20	-11	1
PP5 inh	-0.1	3.6	1.6	3.1	2.9
PP1 counter	3	-2	8	2	-3
TPT1 inh	1	-2	-2	1	-3
LYPLA2 inh	3	7	5	1	4

36. C1=C(c2ccccc2)Nc2ncnn2C1c1ccccc1 (configuration not stated)
37. C=CCn1c(SCC(N)=O)nc(C)cc1=O
38. COc1ccccc1NC(=S)N/N=C/c1ccc(O)cc1
39. N#CC1=C(N)Oc2[nH]c(=S)[nH]c(=O)c2C12C(=O)Nc1ccccc12 (configuration not stated)
40. O=S(=O)(c1ccc(Br)cc1)c1nc(-c2ccccc2)oc1NCCN1CCOCC1
Screen / compound no.	36	37	38	39	40
PREPL inh	-37	-12	8	11	13
CTSL1 counter	-4	-3	0	8	7
Efflux pump mplx	0.0	-0.1	-1.4	0.2	0.0
HCV core dimer	0	-10	7	-1	1
GASC-1 inh	6	-7	0	0	15
PP5 inh	2.0	-0.4	2.3	0.2	1.6
PP1 counter	0	1	-3	-2	1
TPT1 inh	-6	0	1	3	1
LYPLA2 inh	6	5	-3	2	1

41. COc1ccc(C2c3c(oc4ccccc4c3=O)C(=O)N2CC2CCCO2)cc1 (configuration not stated)
42. O=C1C=C(NCCc2ccccc2)C2(CCCCC2)O1
43. CC1=CC(=O)N(c2ccn(C)n2)C1=O
44. O=C(CN(C(=O)c1csnn1)c1ccc(Cl)cc1)NCc1ccc2c(c1)OCO2
45. Cn1ccc(/C=N/N=C2/NC(=O)CS2)n1
Screen / compound no.	41	42	43	44	45
PREPL inh	-1	0	13	-3	17
CTSL1 counter	1	0	-6	-3	6
Efflux pump mplx	0.0	0.0	-0.1	0.0	0.1
HCV core dimer	-3	0	-4	-10	-5
GASC-1 inh	-3	22	-2	-1	-9
PP5 inh	0.5	1.0	1.2	-1.8	-1.9
PP1 counter	-2	-4	-3	-3	-2
TPT1 inh	-2	-3	-4	-2	2
LYPLA2 inh	0	1	0	-7	-2

46. Cc1ccc(SCc2cn3cc(Cl)ccc3n2)cc1
47. CN(CC(=O)Nc1ccccc1Cl)C1CCCCC1
48. CCCOC(=O)c1ccc(Oc2cn[nH]c2-c2ccc(O)cc2O)cc1
49. CC(C)c1ccc(-c2nc(N3CCCC3)nc3n[nH]c(N)c23)cc1
Screen / compound no.	46	47	48	49
PREPL inh	13	3	6	12
CTSL1 counter	-2	5	5	-1
Efflux pump mplx	-0.1	0.0	-0.1	-0.1
HCV core dimer	0	0	-3	-2
GASC-1 inh	-7	-17	-5	19
PP5 inh	-1.0	-0.4	3.2	2.4
PP1 counter	-1	0	3	7
TPT1 inh	0	-1	0	-7
LYPLA2 inh	0	10	-5	10
